# p53null 39C tox – kills p53 null cells at the nonpermissive temperature; H1299 p53-null (neo) cells, 39C, ATPlite viability, 24 h; Potency, µM (titrated, usually from 46.1 µM), for the others: at the top dose activity, negative = cell killing, hits mostly cytotoxic; 55,000 tested, 0.97% active; AID 904;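 further: potency means the concentration at half of the fitted maximal effect; 0% = DMSO only and -100% = full killing by 100 µM tamoxifen; nearly all actives have a fitted effect of over 50% in size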
#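 Temperature-shift cytotoxicity format: compound titrations on p53-null or A138V-expressing H1299 cells held 24 hr at 39C, cell ATP then measured, AC50 from Hill model.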
# GALK inhibitor – inhibits human galactokinase; P51570; recombinant GALK, Kinase-Glo ATP luminescence, 1 h; Potency, µM (doses to about 57.5 µM), without a hit: top-dose activity, negative = inhibition, usual class: inhibitors; 44,000 tested, under 10 active;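 further: plate controls were full GALK reaction for no effect and reaction lacking GALK for full effect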
# Target sequence (P51570 whole entry, looked up): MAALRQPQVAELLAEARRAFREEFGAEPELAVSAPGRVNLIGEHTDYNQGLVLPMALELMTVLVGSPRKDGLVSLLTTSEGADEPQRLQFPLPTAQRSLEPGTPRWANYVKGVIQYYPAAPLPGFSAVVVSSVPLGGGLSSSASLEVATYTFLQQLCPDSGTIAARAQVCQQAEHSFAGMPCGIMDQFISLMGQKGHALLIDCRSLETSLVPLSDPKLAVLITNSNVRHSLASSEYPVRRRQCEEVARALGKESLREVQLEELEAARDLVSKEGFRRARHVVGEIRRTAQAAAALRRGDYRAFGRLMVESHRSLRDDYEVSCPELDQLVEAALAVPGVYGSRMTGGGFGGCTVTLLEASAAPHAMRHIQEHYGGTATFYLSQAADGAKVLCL
#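 5 nM GALK with 35 µM ATP and 100 µM galactose in HEPES pH 8.0, MgCl2, NaCl, DTT, BSA; 1 h RT reaction, remaining ATP detected by Kinase-Glo Plus luminescence after 10 min; qHTS concentration series.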
# FH mod – Identification of activators of human fumarate hydratase by quantitative high-throughput screening; FH coupled MDH/diaphorase resazurin fluorescence, 15 min; Potency, µM (doses to about 79.9 µM), for the others: top-dose activity change, negative = inhibition, most hits filed as inhibitors; 54,000 tested, 0.22% active; AID 1347055, 2019; further: potency means the concentration at half of the fitted maximal effect; on the % scale 0 is the no-effect control and ±100 the full control effect; the screen sought activators but most active calls are inhibition curves; nearly all actives have a fitted effect of over 45% in size
# TSG101-PTAP inh – blocks PTAP binding to human TSG101, validation. Fluorescence polarization, FITC-PTAP peptide/Tsg101, 20 min. Q99816. 44,000 tested, under 10 active. Potency, µM (titrated, usually from 115 µM), without a hit: top-dose activity change, negative = inhibition, usual class: inhibitors; further: potency means the concentration at half of the fitted maximal effect; 0% is about no effect
# Target sequence (Q99816 whole entry, looked up): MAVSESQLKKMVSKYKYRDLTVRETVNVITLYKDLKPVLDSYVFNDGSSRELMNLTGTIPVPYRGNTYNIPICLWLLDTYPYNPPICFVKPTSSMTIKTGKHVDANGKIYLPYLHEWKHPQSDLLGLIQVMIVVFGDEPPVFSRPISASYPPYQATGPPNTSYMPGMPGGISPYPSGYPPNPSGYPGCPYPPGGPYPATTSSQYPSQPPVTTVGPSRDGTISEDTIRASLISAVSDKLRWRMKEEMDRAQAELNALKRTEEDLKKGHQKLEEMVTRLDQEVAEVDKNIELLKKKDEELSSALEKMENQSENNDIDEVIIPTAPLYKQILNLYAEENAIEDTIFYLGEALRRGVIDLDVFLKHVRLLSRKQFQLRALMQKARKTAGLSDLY
#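 qHTS FP binding, 20 min r.t.: 10 uM Tsg101 domain + 50 nM FITC-PTAP peptide, pH 7.5 HEPES buffer with TCEP and EDTA.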
# B2AR arrestin ag – ADRB2 beta-arrestin recruitment; HTLA Tango cells, beta-arrestin recruitment, luciferase luminescence, 18 h; AID 1347077; P07550; Potency, µM (doses to about 46.1 µM), without a hit: top-dose activation, hits mostly activators; 44,000 tested, under 10 active;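 further: potency means the concentration at half of the fitted maximal effect; 0% = DMSO and full agonism = EC100 isoproterenol or metaproterenol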
#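 Luminescence read-out: arrestin recruitment to recombinant beta2-AR releases tTA, inducing luciferase. Cells exposed 18 hr at 37 degrees C to up to 46 microM compound; %Activity from corrected signal, concentration-response curves classified by r2, magnitude and efficacy.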
# NTMT1 inhibitor – NTMT1 methyltransferase inhibition | NTMT1 MTase-Glo SAH luminescence, purified enzyme | Potency, µM (highest dose often 114 µM), without a hit: top-dose activity change, negative = inhibition, usual class: inhibitors | 59,000 tested, 2.5% active;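 further: potency means the concentration at half of the fitted maximal effect; plate controls were DMSO vehicle for no effect and no enzyme for full effect; nearly all actives have a fitted effect of over 65% in size; many of its hits are not listed in these tables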
# Target sequence (Q9BV86 whole entry, looked up): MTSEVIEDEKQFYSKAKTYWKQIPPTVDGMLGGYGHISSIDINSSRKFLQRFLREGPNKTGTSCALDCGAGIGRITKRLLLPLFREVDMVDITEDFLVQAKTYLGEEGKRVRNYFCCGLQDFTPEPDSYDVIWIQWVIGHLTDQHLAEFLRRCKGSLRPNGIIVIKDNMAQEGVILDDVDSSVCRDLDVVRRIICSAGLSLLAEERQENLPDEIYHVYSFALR
# p53null 32C tox – selectivity test: cytotoxicity in p53 null cells, permissive temperature. H1299-neo p53 null cells, ATP luminescence, 24 h, 32C. 55,000 tested, 0.62% active. AID 903. Potency, µM (series often up to 46.1 µM), for inactives: at the top dose activity change, negative = cytotoxicity, hits mostly cytotoxic;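 further: potency means the concentration at half of the fitted maximal effect; 0% = DMSO only and -100% = full killing by 100 µM tamoxifen; nearly all actives have a fitted effect of over 55% in size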
#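 AC50 values derive from Hill modelling of qHTS concentration-response data (up to 46 uM) in H1299-neo cells. Cells were treated 24 h at 32C following overnight attachment at 37C; viability was read as cellular ATP.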
# * = called active by the depositor; ? = inconclusive; . = no result given; [ ] = remark or other dose. The call rests on the fitted dose curve; in most records, active means well fitted curve in the direction sought with a large enough effect; inconclusive means small, poorly fitted or top-dose-only effect, or another doubt; inactive means no such curve, though single readings can be large; an effect the other way counts as inactive or inconclusive. These rows are one share of the data, so the mix of outcomes need not match the whole.
SMILES,p53null 39C tox,GALK inhibitor,FH mod,TSG101-PTAP inh,B2AR arrestin ag,NTMT1 inhibitor,p53null 32C tox
Cc1ccc(Cl)cc1N(C)C(=O)c1noc2c1CCCCC2,-1.7%,-1.3%,-1.8%,-15.6%,-0.4%,3.1%,-6.5%
CCOC(=O)c1c(S(=O)(=O)N2CCN(c3ccccc3OC)CC2)c(C)n(C)c1C,-22.8%,-2.9%,-15.1%,-6.3%,-0.6%,-3.4%,-5.9%
COc1ccc(NC(=O)C(=O)NCC2(c3ccc(OC)c(OC)c3)CCCC2)cc1,-27.9%,3.2%,-16.1%,0.7%,-1.5%,-1.4%,1.3%
COc1ccccc1C(=O)Nc1c(C(=O)N2CCN(c3ccc(F)cc3)CC2)oc2ccccc12,-4.2%,0.1%,-9.9%,0.8%,1.3%,-7.1%,-7.8%
CCc1cccc(C)c1NS(=O)(=O)c1ccc(-c2cc(C)no2)s1,-11.4%,-0.9%,4.5%,0.7%,0.0%,12.2%,25.5%
Cc1ccc(-c2cn3cccnc3n2)cc1NC(=O)C(C)(C)Oc1ccc(Cl)cc1,-1.9%,1.1%,?,-1.1%,0.1%,-2.9%,0.3%
O=C(CCS(=O)(=O)c1nc(-c2ccc3c(c2)OCO3)cc(C(F)(F)F)n1)Nc1ccc(Br)cc1,16.4%,4.4%,-15.9%,1.6%,0.8%,10.5%,?
Cc1ccc(CN(C(=O)COc2ccc([N+](=O)[O-])cc2)c2ccccn2)o1,-10.6%,-5.7%,-4.2%,0.4%,-3.2%,-4.9%,-14.6%
COc1ccccc1N1CCN(C(=O)CCc2c(C)nn(-c3ccc(N4CCCC4)nn3)c2C)CC1,-9.3%,0.6%,.,-5.7%,-0.7%,.,2.4%
COc1ccc2oc(=O)c(-c3nc(-c4ccc(C)c(C)c4)cs3)cc2c1,9.0%,-1.6%,-2.8%,3.3%,-2.9%,2.5%,2.2%
Fc1ccc(-n2ncc3c(NCCCc4ccccc4)ncnc32)cc1,3.8%,0.5%,-1.8%,-10.3%,-0.4%,1.1%,-7.4%
CCOC(=O)Cn1c(=O)n(C2CCCCC2)c2nc(-c3c(F)cccc3Cl)nc(C(N)=O)c21,?,0.5%,?,-1.8%,-0.9%,6.8%,28.1%
CCOC(=O)COc1ccc(CC)cc1C(=O)c1ccn2nc(-c3ccc(Cl)cc3)cc2n1,.,0.0%,1.2%,4.0%,0.9%,7.9%,.
COc1ccc(S(=O)(=O)c2c(Nc3ccc(C)cc3C)sc(C(=O)c3ccc(F)cc3)c2N)cc1,18.4%,2.4%,-6.9%,-1.8%,3.2%,4.8%,8.2%
CCOc1ccc(S(=O)(=O)NCCc2c(C)[nH]c3c(Cl)cccc23)cc1C,13.2%,8.2%,?,0.3%,0.5%,-17.7%,17.9%
COc1cccc(NC(=O)N(Cc2cn(C)c3ccccc23)C2CCCCCC2)c1,?,8.1%,?,-1.5%,0.7%,-6.5%,20.9%
COc1ccc(CCNc2nc3c(-c4cccc(F)c4)nnn3c3ccccc23)cc1OC,-12.5%,-2.2%,-1.0%,-6.3%,0.3%,5.3%,-4.4%
Cc1nn(C(C)C(=O)NC2CCC(C)CC2)c(=O)c2cc3sccc3n12 (stereo unspecified),-4.2%,4.4%,-12.3%,-1.9%,-1.6%,-3.2%,-4.0%
COc1ccc(-c2noc(-c3ccc(N4CCN(C)CC4)c([N+](=O)[O-])c3)n2)cc1,-1.7%,-10.8%,-4.3%,2.9%,-1.6%,-27.6%,10.3%
CCCc1nnc(NC(=O)c2nc(S(=O)(=O)Cc3ccc(C)cc3)ncc2Cl)s1,10µM*,0.0%,1.3%,-3.3%,-1.6%,1.5%,-13.5%
COc1ccc(NC(=O)CN2C(=O)COc3ccc(S(=O)(=O)N4CCCCC4)cc32)cc1OC,14.5%,2.5%,-6.0%,-0.3%,-2.2%,-0.5%,6.8%
Cc1ccc(NC(=O)/C(C#N)=C/c2ccccc2Cl)cc1C,50.1%[activator],-3.3%,-10.6%,-6.5%,0.5%,-1.4%,?
CC1=C(C(=O)Nc2ccc(C)cc2C)C(c2ccccc2)n2ncc(C(=O)Nc3ccccc3)c2N1 (stereo unspecified),15.6%,3.0%,-22.7%,-2.7%,0.9%,3.2%,23.2%
Cc1ccc2[nH]cc(C(c3ccccc3)c3ccc(Cl)s3)c2c1 (stereo unspecified),25.1µM*,1.8%,?,-1.5%,-0.4%,12.4%,20µM*
CCS(=O)(=O)c1nc2ccccc2n1CC(=O)Nc1ccccc1C(=O)OC,-11.5%,0.0%,?,-2.2%,-2.2%,-0.4%,4.1%
CCCCN(CCCC)CC(O)Cn1cc(/C=C/C(=O)c2ccccc2)c2ccccc21 (stereo unspecified),?,6.9%,-7.6%,11.0%,-3.9%,7.2%,?
Cc1ccccc1CN1c2ccccc2-c2nc(SCC(=O)c3ccc(Cl)cc3)ncc2S1(=O)=O,-8.4%,-2.8%,-2.6%,1.4%,-1.0%,-4.6%,0.9%
Cc1c(C(=O)N2CCC(C)CC2)c(S(=O)(=O)NCc2ccc(Cl)cc2)c(C)n1C,-13.7%,-1.6%,-26.7%,-4.1%,?,-7.7%,-0.8%
COc1ccc(C(=O)n2nc(N)c3cc4ccc(C)cc4nc32)cc1OC,-5.4%,6.9%,-16.1%,-7.6%,-2.0%,-10.4%,13.2%
CSc1ncc(Cl)c(C(=O)Nc2c(C(=O)Nc3cccc(Cl)c3)oc3ccccc23)n1,-5.2%,1.2%,-2.7%,-2.5%,0.1%,1.3%,2.6%
CCc1ccc(NC(=O)CCS(=O)(=O)c2ccc3c(c2)n(C)c(=O)c(=O)n3C)cc1,-14.3%,-1.3%,-0.1%,-4.4%,-4.0%,29.8%,2.7%
CCOc1cccc(CC(=O)Nc2ccc3nc(N4CCCCC4)cc(C)c3c2)c1OCC,15.8%,0.3%,-29.7%,-3.0%,4.6%,?,4.6%
COc1ccc(-n2c(=O)c3c(c4cc(OC)ccc4n3C)n(CCC(C)C)c2=O)cc1,9.9%,-1.3%,-29.1%,-5.2%,0.9%,11.8%,0.8%
CCC(=O)N1CCc2cc(S(=O)(=O)CCC(=O)Nc3ccc(Cl)c(C(F)(F)F)c3)ccc21,-6.1%,5.7%,0.8%,-4.8%,0.8%,-6.5%,13.9%
CCOc1ccc(NC(=O)Cn2ccn3nc(-c4ccc(OC)c(OC)c4)cc3c2=O)cc1,2.9%,0.2%,6.5%,-4.8%,-1.1%,1.0%,0.7%
O=C(NCCc1ccccc1Cl)c1ccc2c(=O)n(-c3ccccc3)c(=O)[nH]c2c1,-11.8%,-3.4%,4.7%,1.5%,0.8%,-0.2%,-10.1%
CC1(C)O[C@H]2[C@@H](O1)[C@@H](C(=O)Nc1ccccc1O)O[C@@H]1OC(C)(C)O[C@@H]12,-20.9%,-3.0%,2.5%,-5.5%,-2.9%,-4.0%,-6.4%
O=C(CCNS(=O)(=O)c1ccc2c(c1)CCN2C(=O)C1CC1)N1CCN(c2ccc(F)cc2)CC1,17.7%,2.1%,-8.4%,-17.2%,-0.5%,14.7%,9.3%
CCc1ccc(-n2c(Cc3ccccc3)nnc2SCc2nc(-c3cccs3)no2)cc1,37.1%[activator],1.3%,-18.9%,-3.0%,-1.4%,3.0%,13.4%
COc1ccccc1CNC(=O)c1cc(Sc2cccc(Cl)c2)nc2ccccc12,21.1%,-1.2%,-26.6%,2.9%,0.3%,-9.3%,-5.5%
COc1ccc(NCc2cccn2-c2nnc(N3CCC(C)CC3)s2)c(OC)c1,-8.6%,0.2%,?,4.1%,0.9%,-13.0%,-1.2%
COC(=O)c1ccc(-n2c(/C=C/c3cc(OC)c(OC)c(OC)c3)nc3cc(Cl)ccc3c2=O)cc1,6.0%,3.0%,5.5%,-0.7%,0.7%,11.2%,7.0%
CCOC(=O)c1cccc(NC(=O)CCc2c(C)nc3cc(-c4ccc(Cl)cc4)nn3c2C)c1,-24.8%,0.2%,?,-1.5%,-1.9%,11.3%,1.8%
CCc1ccc(NC(=O)CSc2nnc3[nH]c(=O)cc(-c4ccccc4)n23)cc1,?,-5.1%,-19.2%,0.4%,-2.8%,-5.1%,2.51µM*
CCCSc1nnc2c(n1)OC(c1sccc1C)Nc1ccccc1-2 (stereo unspecified),-13.2%,-0.5%,-5.0%,-0.5%,-1.4%,-1.7%,-18.1%
Cc1cc(C)c(S(=O)(=O)NCc2csc(-c3ccccc3)n2)c(C)c1,-1.1%,-2.4%,-22.6%,-5.5%,-2.6%,-1.1%,18.7%
Cc1ccc(NC(=O)N2CCc3c(sc4c3CCCC4)C2c2ccccc2)cc1F (stereo unspecified),-11.5%,-1.5%,?,3.0%,0.1%,6.8%,2.3%
CCC(CC)C(=O)Nc1cccc(-c2nc3cccnc3s2)c1,24.9%,1.6%,-1.2%,-6.0%,-1.1%,11.0%,-0.5%

# Of the compounds above, these contain two or more sulfur atoms.
SMILES,p53null 39C tox,GALK inhibitor,FH mod,TSG101-PTAP inh,B2AR arrestin ag,NTMT1 inhibitor,p53null 32C tox
CCc1cccc(C)c1NS(=O)(=O)c1ccc(-c2cc(C)no2)s1,-11.4%,-0.9%,4.5%,0.7%,0.0%,12.2%,25.5%
COc1ccc(S(=O)(=O)c2c(Nc3ccc(C)cc3C)sc(C(=O)c3ccc(F)cc3)c2N)cc1,18.4%,2.4%,-6.9%,-1.8%,3.2%,4.8%,8.2%
CCCc1nnc(NC(=O)c2nc(S(=O)(=O)Cc3ccc(C)cc3)ncc2Cl)s1,10µM*,0.0%,1.3%,-3.3%,-1.6%,1.5%,-13.5%
Cc1ccccc1CN1c2ccccc2-c2nc(SCC(=O)c3ccc(Cl)cc3)ncc2S1(=O)=O,-8.4%,-2.8%,-2.6%,1.4%,-1.0%,-4.6%,0.9%
CCc1ccc(-n2c(Cc3ccccc3)nnc2SCc2nc(-c3cccs3)no2)cc1,37.1%[activator],1.3%,-18.9%,-3.0%,-1.4%,3.0%,13.4%
CCCSc1nnc2c(n1)OC(c1sccc1C)Nc1ccccc1-2 (stereo unspecified),-13.2%,-0.5%,-5.0%,-0.5%,-1.4%,-1.7%,-18.1%
Cc1cc(C)c(S(=O)(=O)NCc2csc(-c3ccccc3)n2)c(C)c1,-1.1%,-2.4%,-22.6%,-5.5%,-2.6%,-1.1%,18.7%

# Screening data deposited in PubChem by National Center for Advancing Translational Sciences (NCATS).
